From PubChem BioAssay
CAL PDZ FP-1: human CAL PDZ-peptide interaction inhibition; Q9HD26; purified CAL PDZ, TMR-peptide fluorescence polarization, 1 h; inhibition, % at 20 µM; hit rate 0.02% among 330,000; AID 504414;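 active means highest replicate inhibition of at least 40%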;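 further: plate controls were DMSO neutral control wells for no effect and unlabeled competitor peptide control wells for full effect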
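material = purified tagged CAL PDZ domain construct (CerCALP) | compound dosing = 20 µM, one dose | times = 1 h at RT | measured by = fluorescence polarization from S- and P-plane intensities, G-factor corrected | read-out = inhibition from polarization loss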
dFosB activator: activators of mouse delta FosB homodimer; P13346; AID 493131; hit rate 0.99% among 340,000; purified delta FosB, TAMRA-CDK5 oligo fluorescence polarization; percent of positive-control signal above neutral wells; activation, % at 25 µM;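 active means mean activation above about 17%, with every replicate also reaching it, limit read from the data, passing the limit was not always enough; inconclusive means only one of the two conditions met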;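 further: fluorescence polarization rise as delta FosB binds a TAMRA Cdk5 AP-1 oligo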
SR-BI DiI inh: mouse SR-BI HDL lipid transfer inhibition; Q61009; ldlA[mSR-BI] CHO cells, DiI-HDL uptake fluorescence, 3 h; inhibition, % at 12.5 µM; hit rate 0.96% among 320,000;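 active means mean replicate inhibition of at least 70% and a set share of replicates each scoring 70 or more; inconclusive means meets just one of the two criteria; inactive means fails both criteria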;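 further: 0% = median of neutral control wells and 100% = median of positive control wells; values of inactives mirror those of a sister screen read the other way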
Target sequence (Q61009 whole entry, looked up): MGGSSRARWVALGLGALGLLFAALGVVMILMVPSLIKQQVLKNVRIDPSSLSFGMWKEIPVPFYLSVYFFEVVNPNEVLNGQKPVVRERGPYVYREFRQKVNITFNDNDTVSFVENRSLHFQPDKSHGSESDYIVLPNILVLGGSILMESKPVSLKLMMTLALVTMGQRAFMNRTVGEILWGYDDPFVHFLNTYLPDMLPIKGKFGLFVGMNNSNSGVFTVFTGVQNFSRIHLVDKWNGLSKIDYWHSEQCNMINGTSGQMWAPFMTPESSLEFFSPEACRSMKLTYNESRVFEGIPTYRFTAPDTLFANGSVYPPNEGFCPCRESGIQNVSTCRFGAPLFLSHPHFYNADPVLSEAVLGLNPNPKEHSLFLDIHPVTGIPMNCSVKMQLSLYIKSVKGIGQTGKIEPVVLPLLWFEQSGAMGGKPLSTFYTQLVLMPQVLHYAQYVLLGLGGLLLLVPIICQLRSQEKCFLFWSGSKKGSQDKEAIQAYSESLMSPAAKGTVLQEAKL
Rtt109 HAT inh: C. albicans Rtt109 histone acetyltransferase inhibition; hit rate 0.16% among 330,000; Q5AAJ8; inhibition, % at 34.9 µM; purified Rtt109/Vps75, ThioGlo CoA-SH fluorescence, 4 h; AID 540336;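 active means inhibition of at least 50% in every replicate; inconclusive means best replicate reaches 50% inhibition but some replicates fall short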
Target sequence (Q5AAJ8 whole entry, looked up): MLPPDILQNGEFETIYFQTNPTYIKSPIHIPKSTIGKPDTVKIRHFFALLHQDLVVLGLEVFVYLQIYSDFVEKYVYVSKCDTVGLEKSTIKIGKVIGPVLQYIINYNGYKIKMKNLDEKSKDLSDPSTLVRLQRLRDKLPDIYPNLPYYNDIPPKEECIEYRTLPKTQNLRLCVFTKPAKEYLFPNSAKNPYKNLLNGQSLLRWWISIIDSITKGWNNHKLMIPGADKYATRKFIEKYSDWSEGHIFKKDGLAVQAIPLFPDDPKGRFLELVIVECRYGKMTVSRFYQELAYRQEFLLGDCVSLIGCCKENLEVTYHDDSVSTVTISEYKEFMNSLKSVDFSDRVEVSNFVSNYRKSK
NSD2 HMT inh: inhibitors of human histone methyltransferase NSD2 | hit rate 0.54% among 310,000 | inhibition, % at 12.5 µM | AID 743445 | NSD2 peptide methylation, AlphaScreen, 120 min; in the data active means inhibition above about 50%
CAL PDZ FP-2: inhibitors of human CAL PDZ peptide binding; inhibition, % at 24.9 µM; Q9HD26; purified CAL PDZ, TMR-peptide fluorescence polarization, 1 h; hit rate 0.92% among 300,000; AID 602252;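 active means mean inhibition of at least 30% with at least half of replicates also reaching 30%; inconclusive means no clear call, values can overlap the other calls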;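 further: 0% = DMSO neutral control and 100% = excess unlabeled competitor peptide PRC23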
SR-BI DiI-HDL act: SR-BI HDL lipid transfer activation | CHO ldlA[mSR-BI] cells, DiI-HDL uptake fluorescence, 3 h; 100 = double the neutral-control signal | activation, % at 12.5 µM | hit rate 0.096% among 320,000;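 active means mean replicate activation of at least 60% and every replicate at or above 60%; inconclusive means mean or all-replicate condition met, but not both; inactive means mean below 60% and not all replicates reaching 60%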;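 further: 0% = median plate neutral-control signal and 100% = twice that signal; values of inactives mirror those of a sister screen read the other way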
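Material: SR-BI-overexpressing, LDLR-lacking CHO cells | Dosing: Single compound concentration, delivered by pin transfer | Probe or stimulus: Labelled HDL, 10 µg/mL | Signal: Bottom-read cell fluorescence after medium removal, ex 550/em 595 nm | Schedule: 3 h, 37 °C | Evaluation: HDL uptake via cellular fluorescence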
PvdQ inh: blocks Pseudomonas aeruginosa PvdQ acylase activity. purified PvdQ acylase, fluorescence plate reader. inhibition, % at 10 µM. hit rate 0.063% among 340,000. AID 488965; in the data active means inhibition above about 30%, passing the limit was not always enough; inconclusive means no clear call, values can overlap the other calls;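 further: 0% = vehicle neutral wells and 100% = reference inhibitor wells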
MITF act: increases MITF-driven TRPM1 promoter luciferase signal; SK-MEL-5 TRPM1-promoter luciferase, 24 h; % of positive control, neutral wells = 0; activation, % at 12.5 µM; hit rate 0.75% among 300,000; AID 588334;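 active means mean activation of at least 80% with every replicate also reaching 80%; inconclusive means mean reaches 80% but some replicate falls short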;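 further: 0% = neutral control wells and 100% = parthenolide positive control wells; values of inactives mirror those of a sister screen read the other way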
PfHsp90 yeast 2: growth inhibition of yeast expressing Plasmodium Hsp90 | S. cerevisiae expressing PfHsp90, BacTiter-Glo ATP, 48 h; yeast lacking PDR1 and PDR3 efflux regulators | inhibition, % at 9.4 µM | hit rate 0.32% among 310,000 | AID 504621;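 active means every replicate shows inhibition above about 80%, whatever the replicate mean, limit read from the data; inconclusive means mean inhibition reaches the set limit but some replicate falls short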;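 further: 0% = DMSO neutral controls and 100% = 20 µM radicicol positive controls; yeast relying on Plasmodium falciparum Hsp90 in place of its own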
* = called active by the depositor; ? = inconclusive; . = no result given.

SMILES	CAL PDZ FP-1	dFosB activator	SR-BI DiI inh	Rtt109 HAT inh	NSD2 HMT inh	CAL PDZ FP-2	SR-BI DiI-HDL act	PvdQ inh	MITF act	PfHsp90 yeast 2
CCC(CC)C(=O)N1N=C(c2ccc(NS(C)(=O)=O)cc2)CC1c1ccc(C)cc1 (stereo unspecified)	-3.6	-6	.	15	-2	-2	.	-5	-9	6
O=C(Nc1cnn(C23CC4CC(CC(C4)C2)C3)c1)c1cnn2cccnc12	-4.1	-1	-2	5	.	-7	2	-16	74	-9
Oc1c(Br)cc(Br)cc1CNc1ccc(F)cc1	-0.4	1	-6	10	-1	-2	6	-12	-1	8
COc1ccc(-c2cc(-c3nnc(COC(=O)c4ccncc4)o3)c3ccccc3n2)cc1OC	-1.5	1	31	3	27	-4	-31	-15	11	-46
COc1cc(CNCc2ccc(OC)c3ccccc23)cc(OC)c1OC	-1.3	-10	3	-3	1	2	-3	-25	.	-17
COc1ccc(N2CCN(CC(=O)Nc3ccc(SC(F)F)cc3)CC2)cc1	-1.7	0	15	.	4	-2	-15	-14	5	16
O=C(COc1ccc(F)cc1Br)NCc1nnc2ccccn12	-0.9	0	5	-2	-18	.	-5	-6	2	-15
CCOC(=O)N1CCN(C(=O)c2cc(COc3ccc(OC)cc3Cl)on2)CC1	-1.5	-12	16	-2	-2	-3	-16	0	33	26
CCCCCCc1ccc(-c2ncc(N)cn2)cc1	0.2	-3	12	7	1	.	-12	-19	32	-1
C=CCn1c(SCC(=O)c2ccc(OC)cc2)nnc1C(C)NC(=O)c1cccs1 (stereo unspecified)	-1.1	-7	49	3	0	.	-49	-10	-11	1
COc1cc(Cn2c(N)c(C#N)c3nc4ccccc4nc32)cc(OC)c1	-2.3	15	20	-14	.	0	-20	5	.	.
COc1cccc(CNC(=O)C2CCCN(C(=O)c3ccc(Cl)cc3)C2)c1 (stereo unspecified)	-0.3	1	20	4	1	-4	-20	-13	-1	-17
Cn1c(SCC(=O)N2CCCc3ccccc32)nc2cccnc21	.	-2	3	-4	-4	-5	-3	-4	-6	14
COc1ccc(OCCCC(=O)Nc2ccc(OC)c(S(=O)(=O)N3CCOCC3)c2)cc1	0.4	-1	23	-1	1	0	-23	4	-20	-8
CCc1ccc(NC2CC(=O)N(c3ccc(OC)cc3OC)C2=O)cc1 (stereo unspecified)	-2.8	-1	14	.	3	-3	-14	-13	0	0
Cc1cccc(NC(=O)CSc2nnc(CNC(=O)c3ccc(S(=O)(=O)N(C)C)cc3)n2-c2ccc(F)cc2)c1	-0.8	-19	24	10	-1	-15	-24	-13	0	-15
Cc1ccc(C2C(C#N)=C(N)Oc3cc(N)ccc32)cc1 (stereo unspecified)	-1.5	-2	8	-3	-1	-4	-8	-2	8	5
CCOC(=O)c1[nH]c(C)c(C(=O)N2CCN(C(=O)OCC)CC2)c1CC	-0.8	-4	-18	7	6	-1	18	11	-9	-32
COC(=O)C1CCN(C(=O)c2ccccc2Oc2ccccc2)CC1	-0.9	-1	6	-12	-2	-5	-6	-9	-11	2
c1ccc2sc(NC3=NCN(C4CCCCC4)CN3)nc2c1	0.4	0	12	2	-3	.	-12	-11	13	.

Three compounds from above, ordered by heavy-atom count, rising:
SMILES	CAL PDZ FP-1	dFosB activator	SR-BI DiI inh	Rtt109 HAT inh	NSD2 HMT inh	CAL PDZ FP-2	SR-BI DiI-HDL act	PvdQ inh	MITF act	PfHsp90 yeast 2
Oc1c(Br)cc(Br)cc1CNc1ccc(F)cc1	-0.4	1	-6	10	-1	-2	6	-12	-1	8
COC(=O)C1CCN(C(=O)c2ccccc2Oc2ccccc2)CC1	-0.9	-1	6	-12	-2	-5	-6	-9	-11	2
COc1ccc(N2CCN(CC(=O)Nc3ccc(SC(F)F)cc3)CC2)cc1	-1.7	0	15	.	4	-2	-15	-14	5	16

The main list resumes, starting six compounds before the break.
SMILES	CAL PDZ FP-1	dFosB activator	SR-BI DiI inh	Rtt109 HAT inh	NSD2 HMT inh	CAL PDZ FP-2	SR-BI DiI-HDL act	PvdQ inh	MITF act	PfHsp90 yeast 2
CCc1ccc(NC2CC(=O)N(c3ccc(OC)cc3OC)C2=O)cc1 (stereo unspecified)	-2.8	-1	14	.	3	-3	-14	-13	0	0
Cc1cccc(NC(=O)CSc2nnc(CNC(=O)c3ccc(S(=O)(=O)N(C)C)cc3)n2-c2ccc(F)cc2)c1	-0.8	-19	24	10	-1	-15	-24	-13	0	-15
Cc1ccc(C2C(C#N)=C(N)Oc3cc(N)ccc32)cc1 (stereo unspecified)	-1.5	-2	8	-3	-1	-4	-8	-2	8	5
CCOC(=O)c1[nH]c(C)c(C(=O)N2CCN(C(=O)OCC)CC2)c1CC	-0.8	-4	-18	7	6	-1	18	11	-9	-32
COC(=O)C1CCN(C(=O)c2ccccc2Oc2ccccc2)CC1	-0.9	-1	6	-12	-2	-5	-6	-9	-11	2
c1ccc2sc(NC3=NCN(C4CCCCC4)CN3)nc2c1	0.4	0	12	2	-3	.	-12	-11	13	.
CCOc1ccccc1NC(=O)Nc1c(C)n(-c2ccccc2)c(=O)n1C	-0.4	-6	14	-1	-2	-2	-14	-11	9	-25
CCN(C(=O)CSc1nc2ccccc2n1CC(C)C)c1c(N)n(Cc2ccccc2)c(=O)[nH]c1=O	-1.0	-11	4	-10	-1	-4	-4	-6	.	0
COc1ccc(NC(=S)Nc2ccccc2C(F)(F)F)cc1	-1.4	3	-4	1	2	-5	4	-19	-9	-7
O=C(CN(Cc1ccc(Cl)c(Cl)c1)S(=O)(=O)c1ccccc1)N/N=C\c1ccc2c(c1)OCO2	-0.6	-6	41	-13	.	.	-41	-8	.	-30
Cc1onc(C(=O)N2CCOCC2)c1[N+](=O)[O-]	-2.3	2	-14	-3	-1	-3	14	-17	1	-8
O=C(N[C@@H](Cc1ccccc1)C(=O)NCCc1c[nH]c2ccccc12)c1ccco1	0.2	-8	.	8	2	-3	.	2	-6	9
CCC(C)Nc1c([N+](=O)[O-])cc(C)cc1[N+](=O)[O-] (stereo unspecified)	-1.6	8	8	-6	.	.	-8	-4	2	.
Cc1ccccc1-c1cc2nc(-c3ccc([N+](=O)[O-])cc3)cc(=O)n2[nH]1	-0.8	6	-20	.	4	5	20	2	-9	-4
COCCOC(=O)CC1=NC(=O)CS1	0.2	0	-21	-3	-1	.	21	-8	.	68
Cc1ccsc1C(=O)OCC(=O)NCc1ccccc1	-0.5	0	8	3	9	-2	-8	4	36	-8
O=C(c1cccc(F)c1)N1CCN(Cc2c[nH]c3ccccc23)CC1	0.4	-1	-24	3	.	-1	24	9	-23	5
O=C(Nc1cccc2cccnc12)c1ccc(Br)o1	-4.2	-35	3	15	1	-5	-3	11	1	-3
CNC(=O)Nc1ccc(Cl)cc1	-0.1	0	-14	-3	0	-2	14	4	20	-4
CN(C)c1ccc(/C=N/NC(=O)c2cnc3ccccc3c2)cc1	0.9	3	16	5	-4	-3	-16	-11	47	-9
CC(NC(=O)c1ccc(CS(=O)(=O)c2cccc(C(F)(F)F)c2)o1)c1ccc2c(c1)OCCO2 (stereo unspecified)	-0.2	-14	27	5	-1	-1	-27	-11	.	-4
Cc1cc(C)c(C)c(N=Nc2nc3ccccc3n2C)c1C	-1.7	-6	79*	4	10	-1	-79	11	-22	6
CCc1nc(NCc2ccccc2)c(C#N)c2c1CCCC2	0.3	-2	14	1	-1	3	-14	-12	-2	-5
c1ccc(-c2ccc(C3=Nn4c(nnc4-c4cccs4)SC3)cc2)cc1	-1.7	-4	25	3	1	.	-25	1	.	0
CCC(=O)N1N=C(c2ccc(C)o2)CC1c1ccc(N(C)C)cc1 (stereo unspecified)	-2.6	-8	12	-1	13	-1	-12	?	6	-23
Fc1ccccc1-c1n[nH]c(=S)n1/N=C/c1c[nH]c2ccccc12	-1.7	-5	-3	-5	3	0	3	-7	-22	-7
CCC(=O)Nc1nnc(SCc2cccc(F)c2)s1	-0.6	0	-23	-3	-1	1	23	-2	-1	0
COc1ccc(CN(C)S(=O)(=O)c2ccc3c(c2)OCCO3)cc1	-0.7	-15	-7	7	-3	1	7	-13	-6	11
CCn1c(=NC(=O)C2COc3ccccc3O2)sc2c(C)ccc(OC)c21 (stereo unspecified)	0.3	-17	11	-6	-5	1	-11	-1	15	-54
COc1ccc(C(=O)O)cc1NC(=S)NC(=O)/C=C/c1ccc(C(C)C)cc1	-6.0	-2	-25	15	8	-10	25	1	20	-16
CCOc1ccccc1NC(=S)Nc1ccc2cn[nH]c2c1	-0.2	-3	50	6	-4	3	-50	10	10	6
CCOc1ccc(CCNC(=O)C2CCN(S(=O)(=O)CC)CC2)cc1OCC	-3.2	5	2	-16	-3	-3	-2	-8	5	1
O=C1CCCCCN1Cc1nnc(SCc2nc3ccccc3s2)n1-c1ccccn1	-0.3	-8	6	-14	-1	12	-6	-9	.	.
Cc1ccc(N(CC(N)=O)C2SC(=O)N(Cc3ccccc3)C2=O)cc1 (stereo unspecified)	-2.1	-7	-18	-6	-2	-2	18	-11	-4	-11
CCCCCCC#Cc1ccc2c(c1)COc1c3ccccc3nn1-2	-0.4	-3	8	5	.	3	-8	2	84*	-1
CC[C@H]1C=C[C@@H](C(C(=O)OC)C(=O)OC)CN1C(C)=O	-0.4	-6	8	3	.	-3	-8	-13	-4	-2
Cc1cc2cc(CN(Cc3ccco3)C(=O)C3CCCCC3)c(=O)[nH]c2cc1C	0.3	-8	-5	-3	.	0	5	-6	-20	-2
Cc1ccc(Cn2c(C(=O)NCCCN3CCOCC3)cc3sccc32)cc1	-3.0	-8	-15	-2	.	.	15	-6	-4	4
O=C1ON=C(c2ccc([N+](=O)[O-])cc2)/C1=C/c1ccccc1O	-0.3	2	-8	1	4	0	8	-8	-20	15
NS(=O)(=O)c1ccc(N=Cc2ccc(Br)s2)cc1	-0.6	0	-6	1	1	-4	6	-3	8	-8
CC1CCN(C(=O)CCCC(=O)O)CC1	-1.4	-6	-31	-7	-3	-2	31	-14	8	-2
CCOc1ccc(-n2nnnc2SCC(=O)NNC(=O)c2ccco2)cc1	.	-4	-8	-8	2	2	8	-14	-7	0

Random draw from the library; any-hit rate near 4.3%.
